Compound activity as filed in PubChem BioAssay.
Ub-GFP proteasome – proteasome inhibitors stabilizing ubiquitin-GFP reporter | Ubiquitin-GFP reporter cells, proteasome inhibition, GFP fluorescence; response scale: untreated = 0%, 10 µM MG-132 = 100% | Potency, µM (doses to about 45.9 µM), without a hit: top-dose activation (GFP accumulation), usual class: activators | 67,000 tested, under 10 active | AID 526; active means well fitted activation curve with a large enough effect, not every such curve was filed as active; inconclusive means small, poorly fitted or top-dose-only effect, or another doubt; inactive means no such curve, though single readings can be large or run the other way; further: potency means the concentration at half of the fitted maximal effect
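U2OS Ub(G76V)-GFP reporter; O/N plating, 0.5% FBS; cpd 46 uM–2.9 nM, 4 h, 37 °C; GFP+ cell count, 488/515 nm; norm. to basal vs 10 uM MG-132; CRC fit.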
BRCT inh red – inhibitors of human BRCA1 BRCT-phosphoprotein interaction (red fluorophore); P38398; AID 892; hit rate 0.03% among 75,000; Potency, µM (series often up to 76.9 µM), for inactives: at the top dose activity change, negative = inhibition, actives largely listed as inhibitors; BRCT-phosphopeptide binding, red fluorescence polarization; further: on the % scale 0 is the no-effect control and ±100 the full control effect
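Fluorescence polarization: 100 nM His-tagged BRCA1 BRCT with 100 nM TAMRA-labelled phospho-BACH1 decapeptide, phosphate buffer pH 7.3 with 150 mM NaCl, DTT, 0.01% Tween 20; 12 min RT. Binding inhibition seen as FP decrease.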
HEK293 cAMP ctrl – counter-screen for TSHR agonists: cAMP increase in parental HEK293 | hit rate 2.5% among 73,000 | Potency, µM (titrated, usually from 57.1 µM), without a hit: at the top dose activation, most hits filed as activators | parental HEK293 CNG cAMP sensor, membrane potential fluorescence | AID 938; further: potency means the concentration at half of the fitted maximal effect; % of control where 0% means no effect; nearly all actives have a fitted effect of over 55% in size
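Parental HEK 293 cells stably expressing a cAMP-gated CNG channel were loaded with membrane potential dye containing 100 uM RO 20-1724 for 60 min. Compound added for 30 min; depolarization read as fluorescence intensity at 590 nm.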
BRCT inh green – BRCA1 BRCT-phosphoprotein interaction inhibition. BRCA1 BRCT-phosphopeptide binding, green fluorescence polarization. Potency, µM (highest dose often 76.9 µM), for the others: top-dose activity change, negative = inhibition, most hits filed as inhibitors. hit rate 0.05% among 75,000. AID 875;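 further: potency means the concentration at half of the fitted maximal effect; plate controls were peptide without protein for full effect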
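Fluorescence polarization: His-tagged BRCT (~35 kDa BRCA1 C-terminus, 250 nM) bound to 100 nM fluorescein-labeled phosphorylated 10-aa BACH1 peptide, pH 7.3 phosphate buffer with DTT and Tween 20. Compounds incubated 12 min at room temperature; inhibition read as lowered polarization.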
4-MU autofl – compound fluoresces in the 4-MU spectral region; compound autofluorescence, 340/450 nm, 4-MU equivalents; stronger effect = higher value; max dye-equivalent concentration, M; AID 589; hit rate 11% among 59,000; in the data active means max dye-equivalent concentration above about 10 nM; inconclusive means mostly about 1.1 nM to 9.6 nM
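Compounds in 100 mM Tris, pH 8.0, incubated 15 min at room temperature, then fluorescence read at 340 nm excitation/450 nm emission. Signal converted to 4-MU dye-equivalent concentration using an on-plate six-point 4-MU standard curve.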
Caspase-1 inhib – blocks human caspase-1 allosterically or competitively; Caspase-1 enzyme, Ac-WEHD-AFC fluorogenic rate; hit rate 0.03% among 75,000; P29466; AID 900; Potency, µM (highest dose often 57.5 µM), for the others: top-dose activity change, negative = inhibition, hits mostly inhibitors;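 further: potency means the concentration at half of the fitted maximal effect; plate controls were vehicle for no effect and no substrate for full effect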
Epigenetic mod – derepresses silenced GFP locus in mouse C127i cells. mouse C127i GFP locus derepression, cytometry, 30 h. AID 597. Potency, µM (titrated, usually from 46.1 µM), for inactives: at the highest dose GFP derepression (activation). hit rate 0.09% among 68,000; further: % of control where 0% means no effect
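Locus derepression in mouse mammary C127i cells whose integrated CMV-GFP reporter is normally silent; GFP expression after 30 h compound treatment was quantified by counting fluorescent cells.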
A350 fluor – compounds fluorescent in Alexa 350 spectral region; Compound autofluorescence, 340/450 nm, Alexa 350 dye-equivalents; stronger effect = higher value; hit rate 11% among 59,000; max dye-equivalent concentration, M; in the data active means max dye-equivalent concentration above about 10 nM; inconclusive means mostly about 1.1 nM to 9.6 nM
Casp7 inh – allosteric or competitive inhibitors of human caspase-7 | recombinant caspase-7, Ac-DEVD-AFC fluorescence rate | hit rate 0.02% among 75,000 | Potency, µM (highest dose often 57.5 µM), inactives show top-dose activity change, negative = inhibition, usual class: inhibitors | P55210 | AID 889; active means well fitted inhibition curve with a large enough effect in the main read-out, with a control signal flat, not every such curve was filed as active; inconclusive means small, poorly fitted or top-dose-only effect, or a change in a side signal; further: potency means the concentration at half of the fitted maximal effect; % of control where 0% means no effect
USP2a inhib – blocks human ubiquitin-specific protease USP2a; O75604; USP2a enzymatic assay, qHTS inhibition; Potency, µM (top dose mostly 38.3 µM), without a hit: at the top dose activity change, negative = inhibition, usual class: inhibitors; hit rate 0.1% among 60,000; AID 927;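 further: potency means the concentration at half of the fitted maximal effect; nearly all actives have a fitted effect of over 60% in size; plate controls were DMSO for no effect and NEM full inhibition control for full effect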
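USP2 core (20nM final) preincubated 30 min RT with compound, then Ub-PLA2 20nM and NBD C6-HPC 20uM final added; buffer 20mM Tris-HCl pH 8.0, 2mM CaCl2. Fluorescence Ex 460/Em 535 read at 0 and 2.5 h; normalized to NEM.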
Fluorescein autfl – compound autofluorescence in fluorescein spectral region | Compound autofluorescence, 480/540 nm, fluorescein-equivalent; stronger effect = higher value | max fluorescein-equivalent concentration, M | hit rate 0.91% among 59,000 | AID 593; in the data active means max fluorescein-equivalent concentration above about 10 nM; inconclusive means between about 1.1 nM and that limit
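Normalized response (dye-equivalent concentration) derives from comparing each well's 540 nm emission, under 480 nm excitation, with plate-resident fluorescein standards. Compounds were held in 100 mM Tris, pH 8.0, for 15 min at room temperature.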
An asterisk follows results filed as active; i = inactive; ? = inconclusive; . = no result given; [ ] = remark or other dose. Unless noted, the call rests on the fitted dose curve; in most records, active means well fitted curve in the direction sought with a large enough effect; inconclusive means small, poorly fitted or top-dose-only effect, or another doubt; inactive means no such curve, though single readings can be large; an effect the other way counts as inactive or inconclusive. Only part of the results is shown. The share of hits here may be higher or lower than overall.

structure	Ub-GFP proteasome	BRCT inh red	HEK293 cAMP ctrl	BRCT inh green	4-MU autofl	Caspase-1 inhib	Epigenetic mod	A350 fluor	Casp7 inh	USP2a inhib	Fluorescein autfl
O=C1NC(c2ccccc2)(C(F)(F)F)C(=O)N1Cc1cccnc1 (stereo not drawn)	0%	-0.3%	13%	-1.1%	?	1%	0%	?	-1%	7%	i
CCOC(=O)N1CCC(NC(=O)c2cc(-c3ccc(F)cc3)[nH]c2C)CC1	3%	0.4%	-8%	-1.0%	i	1%	0%	i	-2%	23%	i
COC(=O)CS(=O)(=O)c1cc(Br)cc2c1N(C(C)=O)CC2	-11%	0.2%	1%	1.0%	i	1%	1%	i	-5%	0%	i
COc1ccc(OC)c(NC(=O)CSCC(=O)O)c1	0%	-2.1%	9%	-1.6%	i	-2%	-2%	i	1%	.	?
COC(=O)[C@H](CCSC)NC(=O)Nc1ccc(C(C)=O)cc1	-2%	1.6%	0%	-3.7%	i	0%	2%	i	1%	5%	i
O=C(N1CCOCC1)N1CCN(c2nc(-c3ccccc3)cs2)CC1	0%	0.6%	8%	-1.3%	i	1%	-1%	i	-2%	9%	i
c1cncc(-c2noc(C34CC5CC(CC(C5)C3)C4)n2)c1	-1%	-1.5%	?	-0.7%	i	-6%	0%	i	2%	0%	i
Cc1cc(=O)oc(C)c1C(=O)NCc1ccc(F)cc1	7%	-1.3%	1%	-1.2%	?	2%	0%	?	-4%	-3%	i
COc1ccc(C)cc1N(CC(=O)O)S(=O)(=O)c1ccc(C)cc1	4%	-2.1%	14%	0.8%	i	2%	-3%	i	3%	-1%	i
O=C(Nc1ccccc1)c1ccc(S(=O)(=O)N2CCCC2)cc1	16%	0.5%	-4%	-3.3%	i	2%	0%	i	-1%	-1%	i
COc1ccc2c(=O)c3c(=O)n(Cc4ccco4)c(-c4ccc(C)cc4)nc3oc2c1	6%	-1.3%	18%	-1.2%	i	-3%	-2%	i	-7%	60%[activator]	i
CCOC(=O)C1CCN(S(=O)(=O)c2cnc[nH]2)CC1	2%	0.1%	9%	1.2%	i	-2%	-1%	i	0%	2%	i
COc1ccc(N2CCN(CCNC(=O)c3cccn4c(=O)c5ccc(Cl)cc5nc34)CC2)cc1	10%	1.7%	5%	-1.4%	?	-1%	3%	?	-1%	9%	?
O=C1c2ccc(Oc3ccc4c(c3)C(=O)N(CCCO)C4=O)cc2C(=O)N1CCCO	-5%	0.2%	1%	-1.7%	.	0%	-1%	.	-2%	-1%	.
CCCCn1c(CN(C)Cc2ccccc2)nc2c1c(=O)n(C)c(=O)n2C	0%	-1.4%	16µM*	-0.2%	i	0%	0%	i	0%	11%	i

An excerpt from above in order of heavy-atom count, falling.
structure	Ub-GFP proteasome	BRCT inh red	HEK293 cAMP ctrl	BRCT inh green	4-MU autofl	Caspase-1 inhib	Epigenetic mod	A350 fluor	Casp7 inh	USP2a inhib	Fluorescein autfl
O=C1c2ccc(Oc3ccc4c(c3)C(=O)N(CCCO)C4=O)cc2C(=O)N1CCCO	-5%	0.2%	1%	-1.7%	.	0%	-1%	.	-2%	-1%	.
c1cncc(-c2noc(C34CC5CC(CC(C5)C3)C4)n2)c1	-1%	-1.5%	?	-0.7%	i	-6%	0%	i	2%	0%	i
COc1ccc(OC)c(NC(=O)CSCC(=O)O)c1	0%	-2.1%	9%	-1.6%	i	-2%	-2%	i	1%	.	?

Next part
structure	Ub-GFP proteasome	BRCT inh red	HEK293 cAMP ctrl	BRCT inh green	4-MU autofl	Caspase-1 inhib	Epigenetic mod	A350 fluor	Casp7 inh	USP2a inhib	Fluorescein autfl
CCOc1ccc(-n2c(Cc3cc(=O)[nH]c(=O)[nH]3)nnc2SCC(N)=O)cc1	-11%	0.8%	19%	0.4%	i	2%	0%	i	-4%	-3%	?
CCCCCc1ccc(CC(=O)O)cc1	15%	0.0%	3%	-1.3%	i	2%	0%	i	-2%	-6%	i
COc1cccc2[nH]c3c(N4CCCCC4)ncnc3c12	-5%	-1.8%	5%	-3.2%	5.4e-08M*	-3%	-5%	6.5e-08M*	-1%	2%	?
Cn1c(CNC(=O)Cc2ccc3c(c2)OCO3)nnc1SCc1ccccc1	3%	-0.2%	2%	-1.5%	i	1%	-2%	i	-2%	3%	i
COC(=O)c1c(N)sc(C(=O)N2CCOCC2)c1C	0%	-1.2%	3%	0.2%	i	-2%	3%	i	2%	2%	i
COc1ccc(N2CCN(C(=O)CCCn3c(=S)[nH]c4cc5c(cc4c3=O)OCO5)CC2)cc1	-6%	-1.1%	1%	-1.2%	i	-5%	?	i	-3%	32%[activator]	i
c1ccc2nc(N3CCOCC3)c(N3CCOCC3)nc2c1	-2%	0.0%	-1%	-1.4%	i	0%	0%	i	1%	4%	?
COc1cc(CN2CCN(c3cccc(Cl)c3)CC2)cc(OC)c1OC	-5%	2.2%	26%	0.3%	?	0%	3%	?	-3%	?	i
Cc1cc(C(F)(F)F)nc(SCC(=O)Nc2cc(C)on2)n1	3%	0.1%	-2%	-0.7%	.	-1%	2%	.	1%	1%	.
O=C(COc1ccc2ccccc2c1CN1CCOCC1)N1CCc2ccccc21	0%	-0.1%	-36%[inhibitor]	3.7%	i	1%	2%	i	-1%	34%[activator]	?
CCOc1ccc(N(CC(=O)Nc2ccc(C)c(C)c2)S(=O)(=O)c2c(C)noc2C)cc1	-3%	0.6%	6%	-1.2%	.	-2%	0%	.	-6%	.	.
CCCCN(C)C(=O)CCCCn1c(=O)[nH]c2cc(OCC)c(OCC)cc2c1=O	4%	0.3%	7%	0.3%	i	-1%	1%	i	0%	21%	i
COC(=O)c1c(NC(=O)c2nc3ccccc3s2)sc2c1CCN(C(C)=O)C2	3%	0.4%	6%	-0.2%	.	?	.	.	?	.	.
COc1ccc(N2CCN(C(=O)c3ccc4nc(N5CCCCC5)sc4c3)CC2)cc1	0%	-0.5%	-2%	-1.0%	.	-3%	0%	.	-3%	.	.
Cc1onc(-c2c(Cl)cccc2Cl)c1C(=O)NCCCN1CCOCC1	-3%	-0.8%	4%	-2.8%	i	1%	2%	i	-1%	1%	i

Later entries
structure	Ub-GFP proteasome	BRCT inh red	HEK293 cAMP ctrl	BRCT inh green	4-MU autofl	Caspase-1 inhib	Epigenetic mod	A350 fluor	Casp7 inh	USP2a inhib	Fluorescein autfl
O=S1(=O)CC(O)C(Nc2ccccc2Cl)C1 (stereo not drawn)	.	0.3%	-20%	-0.6%	.	0%	.	.	0%	.	.
CCC1CCCCN1CCCNC(=O)C1CCC(=O)N1Cc1ccc(C)cc1 (stereo not drawn)	21%	0.5%	4%	0.1%	i	-1%	0%	i	1%	4%	i
CCC(C)(C(=O)NC1CCCC1)N(Cc1cccs1)C(=O)Cc1cccs1 (stereo not drawn)	11%	-1.2%	2.5µM*	-0.6%	i	0%	0%	i	-2%	14%	i
CC(=O)Nc1ccc(C2(O)COc3ccccc3O2)cc1 (stereo not drawn)	-1%	-3.7%	-23%	1.8%	i	3%	1%	i	-1%	-6%	?
CC(C)(C)n1ncc2c(=O)n(CC(=O)NCc3ccccc3Cl)cnc21	-5%	1.1%	9%	-1.4%	i	0%	1%	i	-6%	6%	i
COc1cc(OC)cc(C(=O)N2CCC(n3c(C)nc4cc(F)ccc43)CC2)c1	3%	0.1%	11%	1.3%	i	-6%	-2%	i	-11%	25%	i
C1=CC2C3C=CC(C3)C2C1 (stereo not drawn)	.	0.0%	1%	-2.4%	.	1%	.	.	-1%	.	.
Nc1nc2n(n1)C(c1ccc(Cl)cc1)CC(c1ccc(F)cc1)N2 (stereo not drawn)	0%	-0.3%	0%	-2.9%	.	1%	.	.	0%	.	.
O=C(O)c1cnc2ccccc2n1	-2%	-0.2%	2%	-3.7%	i	2%	-2%	i	1%	-5%	i
COc1ccc(C2N(C(=O)CN3CCOCC3)CCN2S(=O)(=O)c2ccccc2)cc1 (stereo not drawn)	-3%	1.4%	25%	-1.2%	i	0%	1%	i	-1%	-1%	i
CCn1c(Cc2ccc(OC)cc2)nnc1SCC(=O)NC1CCCCC1	-5%	-0.8%	?	-0.7%	i	1%	0%	?	7%	2%	?
COC(=O)c1ccc2c(=O)n(CC3CCCO3)c(=S)[nH]c2c1 (stereo not drawn)	-3%	0.6%	3%	-1.3%	?	-1%	-8%	?	2%	0%	i
COc1cccc(-c2cncnc2NC2CCNCC2)c1	-3%	1.2%	5%	-1.2%	i	-9%	0%[9.22 µM]	i	-13%	22%	?
CCn1c2ccccc2c2nnc(SCc3cc(=O)n4ccsc4n3)nc21	-13%	0.5%	-1%	-2.5%	i	-1%	-3%	i	-2%	8%	?
COCCNC(=O)C1(CC(C)C)C=CCN1C(C)=O (stereo not drawn)	.	1.2%	7%	0.5%	.	1%	.	.	0%	.	.
